TDP1 cell CPT: growth inhibition of DT40 Tdp1-/-;hTDP1 cells with camptothecin (screen for TDP1 inhibitors). chicken DT40 Tdp1-/-;hTDP1 cells + 20 nM CPT, ATP luminescence, 48 h. Potency, µM (highest dose often 46.2 µM), for inactives: at the top dose activity change, negative = growth inhibition, hits mostly inhibitors. 12% of 420,000 active; further: nearly all actives have a fitted effect of over 55% in size
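Chicken DT40 Tdp1-/- cells stably complemented with human TDP1 were seeded at 400 cells/well in medium containing 20 nM camptothecin, exposed to pin-transferred compounds, and grown at 37 °C for at least 48 hr. Viability was read as ATP luminescence.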
N370S GC mod: inhibitors or activators of N370S glucocerebrosidase for Gaucher disease; P04062; N370S GC spleen homogenate, 4MU-glucoside fluorescence; Potency, µM (titrated, usually from 59.4 µM), for inactives: top-dose activity change, negative = inhibition, hits mostly inhibitors; 0.092% of 330,000 active; AID 2101;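 further: 0% = full enzyme activity and -100% = no enzyme basal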
FEN1 inhibitor: blocks human flap endonuclease 1 | Recombinant FEN1 flap cleavage, fluorescence, 15 min | P39748 | 0.35% of 390,000 active | Potency, µM (top dose mostly 114 µM), for the others: at the highest dose activity change, negative = inhibition, actives largely listed as inhibitors; further: nearly all actives have a fitted effect of over 65% in size
Target sequence (P39748 whole entry, looked up): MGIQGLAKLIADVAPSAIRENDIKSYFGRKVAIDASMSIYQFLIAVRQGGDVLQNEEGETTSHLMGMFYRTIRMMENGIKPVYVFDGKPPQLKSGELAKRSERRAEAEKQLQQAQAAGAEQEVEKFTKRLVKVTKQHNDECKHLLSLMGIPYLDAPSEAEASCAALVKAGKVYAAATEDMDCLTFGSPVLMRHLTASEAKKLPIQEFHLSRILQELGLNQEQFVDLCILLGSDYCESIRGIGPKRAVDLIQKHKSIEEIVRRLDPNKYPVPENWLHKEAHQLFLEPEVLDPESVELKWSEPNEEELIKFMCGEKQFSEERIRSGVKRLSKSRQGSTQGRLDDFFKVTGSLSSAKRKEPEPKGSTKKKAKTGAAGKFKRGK
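In this screen, 50 nM flap DNA substrate was added to 10 nM FEN1 pretreated with compound for 15 min at room temperature; cleavage was followed with reads at 0 and 15 min, and Hill fitting gave concentration–response parameters.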
Numbers without * were called inactive; u = inconclusive; x = not tested or not shown; & = joins results of further samples. The call rests on the fitted dose curve; in most records, active means well fitted curve in the direction sought with a large enough effect; inconclusive means small, poorly fitted or top-dose-only effect, or another doubt; inactive means no such curve, though single readings can be large; an effect the other way counts as inactive or inconclusive. Unless noted, on the % scale 0 is the no-effect control and ±100 the full control effect; potency means the concentration at half of the fitted maximal effect. Only part of the results is shown, so the mix of outcomes need not match the whole.

SMILES	TDP1 cell CPT	N370S GC mod	FEN1 inhibitor
CC1=NN(c2ccc(F)cc2)C(=O)C1C(c1cccc(O)c1)c1c(C)[nH]n(-c2ccc(F)cc2)c1=O (stereo not drawn)	u	-5%	-29%
Clc1ccccc1-c1nc(/C=N/N2CCOCC2)c2ccccn12	u	-3%	2%
Cc1ccccc1OCCNC(=O)/C=C/c1ccc([N+](=O)[O-])cc1	1%	-3%	2%
O=C(CCNS(=O)(=O)c1ccc(Br)cc1)N1CCCCCCC1	-14%	-2%	-3%
Nc1nc(COC(=O)C2CC(=O)N(Cc3ccccc3)C2)nc(Nc2ccccc2)n1 (stereo not drawn)	-20%	x	8%
Cc1ccc(NC(=O)Nc2ccc3oc(C)nc3c2)cc1	-8%	-22%	-2%
CC(NC(=O)C1CCN(S(=O)(=O)c2ccc3c(c2)oc(=O)n3C)CC1)c1ccccc1 (stereo not drawn)	-24%	x	-2%
COC(=O)C1CCN(Cc2cc(=O)oc3cc(C)c(Cl)cc23)CC1	-18%	-1%	-8%
CCc1cccc(N(C(=O)c2csnn2)C(C(=O)NC(C)(C)C)c2ccccn2)c1 (stereo not drawn)	-3%	8%	-3%
Cc1ccc(C)c(OCc2cc(C(=O)N3CCOCC3)no2)c1	7%	-9%	-17%
CC(=O)N1CCN(C(=O)c2ccc3oc(CCCc4ccccc4)nc3c2)CC1	-6%	-6%	-5%
Cc1occc1C(=O)Nc1nccs1	9%	-11%	0%
Cc1ccc(C(=O)N/C(=C\c2cn(S(=O)(=O)N(C)C)c3ccccc23)C(=O)NCCCn2ccnc2)cc1	u	-14%	-6%&-3%
CCOC(=O)C1=C(C)OC(N)=C(C#N)C1c1cccs1 (stereo not drawn)	-42%	0%	6%
O=C(Nc1nnc(-c2ccncc2)s1)C1CCCO1 (stereo not drawn)	-9%	8%	2%
CCNc1ccc(/C=C2\C=Cc3ccccc32)cc1	u	x	4%
CCOC(=O)Cc1csc(NC(=O)c2c(O)c3c(n(CC(C)C)c2=O)CCCC3)n1	21µM*	9%	10%
CCc1nc(C)ccc1OCC(=O)NCCCN(C)C	-8%	19%	-4%
CCCCC(NC(=O)CCc1c(C)c2cc3c4c(oc3c(C)c2oc1=O)CCCC4)C(=O)O (stereo not drawn)	2%	5%	4%
CCOC(=O)N1CCN(CC(O)COCc2ccc(OC)c(OC)c2)CC1 (stereo not drawn)	-15%	-4%	-9%
O=C(Nc1cccn(Cc2c(Cl)cccc2Cl)c1=O)C1CC1	u	1%	8%
Cn1cc(C(=O)NCc2ccc(Cl)cc2)c(=O)c2cc(S(=O)(=O)N3CCOCC3)ccc21	-26%	1%	-4%
Cc1cnn(C(=S)NCc2ccco2)c1	18µM*	2%	12%
C1CCC2(CC1)OCC1(CO2)COC2(CCCCC2)OC1	-15%	-16%	5%
COc1ccccc1CC(=O)NN1C(=O)NC2(CCC(C)CC2)C1=O (stereo not drawn)	-1%	0%	7%
(next part)
SMILES	TDP1 cell CPT	N370S GC mod	FEN1 inhibitor
C=CC[C@@H](CC(=O)NCCO)C(=O)NCCOC(=O)[C@@H](CC=C)Cc1ccc(F)cc1	-11%	x	-9%
CCOC(=O)C1CCCN(c2cc(C)nc3cc(-c4ccc(Cl)cc4)nn23)C1 (stereo not drawn)	u	9%	-5%
CCOC(=O)c1c(NC(=O)COC(=O)c2cnccn2)sc(C)c1C	-15%	x	-4%
O=C(COc1ccccc1Cl)NC(=S)Nc1ccc(CN2CCOCC2)cc1	-5%	-11%	-7%
CC(=C/C(=O)O)/C(=C\c1ccc(Br)o1)C(=O)O	-14%	-6%	0%
COc1ccccc1NC(=O)c1sc2nc(N3CCOCC3)c3c(c2c1N)CC(C)(C)OC3	2%	x	-1%
CCCN1C=CC(=CC=C(C#N)C#N)C=C1	0%	9%	4%
Cc1cc(C)c2c(=O)cc(CSCC(=O)Nc3nnc(C)s3)[nH]c2c1	6%	x	12%
Cc1c(CN2CCC(CO)(Cc3cccc(C(F)(F)F)c3)CC2)c2ccccc2n1C	23µM*	u	2%
CC1Sc2ccc(C(=O)Nc3ccccc3OC(F)F)cc2NC1=O (stereo not drawn)	-25%	-7%	1%
CCn1cc(/C=C(\NC(=O)c2ccc(OC)c(OC)c2)C(=O)NCCCn2ccnc2)c2ccccc21	-9%	x	-1%
Cc1[nH]c2ccccc2c1/C=C/c1nc2ccccc2c(=O)n1-c1cccc([N+](=O)[O-])c1	u	-12%	-15%
CCOC(=O)CSc1nnc(Cc2cc(=O)[nH]c(=O)[nH]2)n1-c1ccc(Cl)cc1	u	-2%	-16%
Cc1cc(OCC(=O)Nc2ccc(C(=O)OC3CCCCC3)cc2)ccc1Cl	u	x	-15%
COCCn1c(=O)c(-c2ccc(F)cc2)nc2cnc(Nc3cccc(OC)c3)nc21	16%	4%	x
CN(C)C=Nc1ncc2c3ccccc3n(CCN(C)C)c2c1C#N	21µM*	-7%	u
CCc1cc2ccc(OC)cc2nc1SCC(=O)NNC(C)=O	0%	5%	8%
CCOC(=O)c1nc(-c2ccccc2)oc1N1CCOCC1	u	-2%	-7%
CCn1c(CN2CCC(C)CC2)nc2cc(NC(=O)c3ccccc3[N+](=O)[O-])ccc21	u	x	-1%
CCOC(=O)c1c(C)[nH]c(C)c1S(=O)(=O)N(C)CC(=O)Nc1ccccc1F	12%	0%	14%
CC(C(=O)N1CCc2ccccc21)N1CCN(S(=O)(=O)c2cccs2)CC1 (stereo not drawn)	u	x	-2%
COC(=O)c1ccc(NC(=O)CSC2=NCCN2)cc1	u	-3%	9%
Cc1ccc(-n2nnc3c(SCC(=O)NCC4CCCO4)ncnc32)cc1 (stereo not drawn)	21µM*	0%	2%
CCCCc1ccc(NC(=S)N2CCC(O)CC2)cc1	10%	-18%	0%
CCCCOc1ccc(C(=O)NNC(=O)c2cnccn2)cc1OC	8.2µM*	x	9%
Additional structures:
SMILES	TDP1 cell CPT	N370S GC mod	FEN1 inhibitor
CCOc1ccc(C(=O)Nc2ccc(-c3nc4cc(C(C)C)ccc4o3)cc2)cc1Cl	u	x	17%
O=C(Nc1ccccc1)c1cccc(N2CCCS2(=O)=O)c1	-21%	x	20%
CCC(=O)NC1OC(CO)C(O)C(O)C1O (stereo not drawn)	17%	-17%	19%
CC1(C)Cc2nc3sc4c(=O)n(CC(N)=O)cnc4c3cc2CO1	-3%	-9%	0%
CN1CCN(c2nc3c(c(=O)[nH]c(=O)n3C)n2CCCSc2nnnn2-c2ccccc2)CC1	u	15%	1%
COc1cc(C2C(C#N)=C(N)Oc3c2ccc2ccccc32)ccc1OCC(=O)Nc1ccccc1C (stereo not drawn)	21µM*	-8%	7%
O=C(Nc1cccc(S(=O)(=O)N2CCCC2)c1)c1ccc2c(=O)n3c(nc2c1)CCCCC3	15µM*	3%	-5%
Cc1ccc(C2=Nc3ccc(Br)cc3C(c3ccncc3)=NN2)cc1	u	-10%	6%
O=C(Nc1ccc(C(=O)N2CCCC(CO)C2)cc1)c1ccc(Br)o1 (stereo not drawn)	-17%	x	-14%
CS(=O)(=O)NCc1csc(-c2ccccc2)n1	-4%	-7%	1%
CCn1nc(NS(=O)(=O)c2ccc(NC(C)=O)cc2)c2cc3ccccc3nc21	u	-6%	-4%
COc1ccc(Nc2nc(-c3sc(C)nc3C)cs2)cc1	1.2µM*	-15%	-12%
COc1cccc(NC(=O)CNC(=O)Cn2cnc3sc(C)c(C)c3c2=O)c1	-4%	-1%	13%
O=C(NN=Cc1ccc(O)cc1)C(=O)NN=Cc1ccc(O)cc1	27%	x	9%
O=C(CCS(=O)(=O)c1ccccc1)N(Cc1cccnc1)c1nc2c(F)cccc2s1	3.7µM*	x	-1%
CC(=O)N1CCc2cc(Br)cc(S(=O)(=O)CCC(=O)N3CCN(c4ccccn4)CC3)c21	-30%	-3%	16%
COc1ccc(S(=O)(=O)N2CCCCCC2)cc1C(=O)N(C)Cc1cccc(OC)c1OC	-29%	-7%	-8%
CCOC(=O)c1nc(Nc2ccc(C(=O)OC(C)C)cc2)c2ccccc2n1	5.2µM*	x	12%
Cn1c(N)c(S(=O)(=O)N2CCN(c3ccccc3F)CC2)c(=O)n(C)c1=O	-17%	-1%	-3%
Cc1cc(/C=C(\C#N)C(=O)Nc2ccccc2)c(C)n1-c1cccnc1	u	0%	-7%
Cc1cc(C(=O)CCC(=O)NNC(=O)c2ccccc2O)c(C)s1	3%	-9%	1%
COc1ccc(S(=O)(=O)N2CCc3ccccc32)cc1C(=O)Nc1cccnc1	6%	u	-7%
COc1ccccc1C(=O)NC(CCSC)C(=O)NCc1ccccn1 (stereo not drawn)	18%	1%	4%
CCC(Oc1ccccc1)C(=O)Nc1ccc(-c2nnc(-c3ccco3)o2)cc1 (stereo not drawn)	u	0%	-22%
C(=Nc1cccnc1)c1ccnc2ccccc12	2µM*	x	-2%

Some of the entries so far, with values under each structure.
Below each compound – TDP1 cell CPT	N370S GC mod	FEN1 inhibitor
> CCOC(=O)c1nc(Nc2ccc(C(=O)OC(C)C)cc2)c2ccccc2n1
  5.2µM*	x	12%
> Cn1c(N)c(S(=O)(=O)N2CCN(c3ccccc3F)CC2)c(=O)n(C)c1=O
  -17%	-1%	-3%

The main list resumes, starting 5 compounds before the break.
SMILES	TDP1 cell CPT	N370S GC mod	FEN1 inhibitor
Cc1cc(C(=O)CCC(=O)NNC(=O)c2ccccc2O)c(C)s1	3%	-9%	1%
COc1ccc(S(=O)(=O)N2CCc3ccccc32)cc1C(=O)Nc1cccnc1	6%	u	-7%
COc1ccccc1C(=O)NC(CCSC)C(=O)NCc1ccccn1 (stereo not drawn)	18%	1%	4%
CCC(Oc1ccccc1)C(=O)Nc1ccc(-c2nnc(-c3ccco3)o2)cc1 (stereo not drawn)	u	0%	-22%
C(=Nc1cccnc1)c1ccnc2ccccc12	2µM*	x	-2%
CC(C)(CO)N1CCN(C(=S)Nc2ccccc2)CC1	-8%	-7%	1%
CCOC(=O)COn1c(=O)c(=O)n(OC)c2ccccc21	2%	4%	1%
CCCn1nc(C(=O)N2CCN(c3ccccn3)CC2)c2ccccc2c1=O	-17%	x	4%
O=C(NCc1ccc2c(c1)OCO2)C1CC(=O)N(c2ccc(Cl)cc2)C1 (stereo not drawn)	10%	-3%	-1%
O=C(C1CCC(Cn2c(=S)[nH]c3ccccc3c2=O)CC1)N1CCOCC1 (stereo not drawn)	-2%	1%	-17%
Cc1cc(-c2nn(-c3ccccc3F)cc2CN2CCCC(O)C2)c(C)s1 (stereo not drawn)	u	17%	4%
COc1cc(C(C#N)N2CCC(c3ccccc3)=N2)ccc1O (stereo not drawn)	u	18%	9%
CSCCC(NC(=O)c1ccc([N+](=O)[O-])cc1Cl)C(=O)OCC(=O)NC1CCCC(C)C1C (stereo not drawn)	u	6%	-12%
O=C(NCc1ccco1)c1ccccc1-c1nc(-c2ccccc2)no1	u	1%	-3%
Cn1c(=O)c2c(nc(N/N=C/c3cccs3)n2Cc2ccccc2)n(C)c1=O	u	-5%	0%
CCC(C)c1ccccc1NC(=S)Nc1cccnc1 (stereo not drawn)	2%	3%	12%
N#Cc1nc(COc2ccc(Cl)cc2)oc1N1CCCCCC1	-9%	u	15%
CC(C)CN(C(=O)COC(=O)/C=C/c1ccc(Cl)c(Cl)c1)c1c(N)n(Cc2ccccc2)c(=O)[nH]c1=O	u	-6%	-3%
COC(=O)c1cc(S(=O)(=O)N(C)Cc2ccco2)c[nH]1	10%	4%	3%
c1ccc(-c2nnc(CN3CCN(c4ccccc4)CC3)o2)cc1	1%&-26%	-2%	-6%&-1%
O=S(=O)(c1cc(F)ccc1F)N1CCN(c2ccccn2)CC1	5%	-2%	-1%
CN1CC2([N+](=O)[O-])CC=C(OCCO)C([N+](=O)[O-])(C1)C2 (stereo not drawn)	5%	4%	-2%
Cc1ccc(C)c(Nc2cc(C(=O)NCc3cccnc3)c3ccccc3n2)c1	u	-20%	-10%
COc1ccc2c(c1)[C@@H]1[C@H](CO2)[C@H](c2ccccc2)[C@]2(C)C(=O)Nc3ccc(C)cc3C(=O)N12	18µM*	-12%	-25%
Cn1c(SCC(=O)NNC(=O)c2ccc(Cl)cc2)nnc1-c1cccnc1	8%	-3%	8%
COc1cc(OC)cc(C(=O)NCCc2csc3nc(-c4ccccc4F)nn23)c1	-21%	x	-8%
Cc1cccc(NC(=O)c2cc(S(=O)(=O)N3CCc4ccccc43)cn2C)c1C	-20%	4%	-13%
Cc1cc(C(=O)N2CCN(C(c3ccccc3)c3ccccc3)CC2)on1	8.2µM*	2%	14%

Part of the list above in order of molar mass, lowest first.
SMILES	TDP1 cell CPT	N370S GC mod	FEN1 inhibitor
c1ccc(-c2nnc(CN3CCN(c4ccccc4)CC3)o2)cc1	1%&-26%	-2%	-6%&-1%
N#Cc1nc(COc2ccc(Cl)cc2)oc1N1CCCCCC1	-9%	u	15%
Cc1cc(-c2nn(-c3ccccc3F)cc2CN2CCCC(O)C2)c(C)s1 (stereo not drawn)	u	17%	4%
Cn1c(SCC(=O)NNC(=O)c2ccc(Cl)cc2)nnc1-c1cccnc1	8%	-3%	8%
CC(C)CN(C(=O)COC(=O)/C=C/c1ccc(Cl)c(Cl)c1)c1c(N)n(Cc2ccccc2)c(=O)[nH]c1=O	u	-6%	-3%

From PubChem BioAssay
